CCT modulator = changes cytosolic chaperonin activity; purified chaperonin ATPase assay, HTRF ADP detection, 30 min; 360,000 compounds, 0.3% hits; AID 651819; activity change, % (no concentration beside the values), hits read low; in the data active means activity change below about -30%; further: on the % scale 0 is the no-effect control and ±100 the full control effect
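Enzyme 40 or 20 nM (batch-dependent) in Tris pH 7.4/KCl/MgCl2/DTT; cpd 76 uM single point; ATP 10 uM; 30 min 37 °C; Transcreener ADP HTRF detection, 30 min RT; ratio 665/615.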
Nrf2 ARE act = activates Nrf2 signaling | AREc32 ARE-luciferase reporter (MCF7-derived line), luminescence, 24 h | Potency, µM (highest dose often 46.1 µM), for the others: at the highest dose activation, usual class: activators | 410,000 compounds, 0.31% hits; further: potency means the concentration at half of the fitted maximal effect; % of control where 0% means no effect; nearly all actives have a fitted effect of over 65% in size
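AREc32 cells carrying an ARE-driven firefly luciferase, 1000 cells/well in OPTI-MEM with 5% FBS, dosed after overnight attachment and incubated 24 hr at 37 deg C. Steady-Glo luminescence read after 30 min at RT.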
Akt phos inh = Akt phosphorylation inhibition. AID 651550. activity change, % for hits at 50 µM. 360,000 compounds, 0.32% hits. Neuro2A IGF-stimulated pAkt S473 HTRF, 20 min; active compounds read low; in the data active means activity change below about -80%; inconclusive means mostly about -51% to -80%; further: on the % scale 0 is the no-effect control and ±100 the full control effect
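Neuro2A cells (4,500/well, DMEM with 0.5% FBS) were treated with compound at a single 50 µM final concentration, stimulated with 6 nM IGF for 20 min at 37 °C, and lysed. Phospho-Akt Ser473 was read by HTRF as 665/615 ratio ×10^4.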
A549 viability = kills or reduces viability of A549 cells in Nrf2 counter-screen; A549 ARE-Fluc cells, CellTiter-Fluor viability, 18-24 h; Potency, µM (highest dose often 46 µM), for inactives: at the top dose activity change, negative = cytotoxicity, usual class: inhibitors; 390,000 compounds, 0.16% hits; further: potency means the concentration at half of the fitted maximal effect; on the % scale 0 is the no-effect control and ±100 the full control effect
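A549 ARE-Fluc cells in 5% FBS OPTI-MEM, 5000 cells/well, rested 2 h then exposed to compounds in concentration-response for 18-24 h at 37 °C. Viability by CellTiter-Fluor fluorescence (Ex 405/Em 525) after 30 min; luciferase luminescence (BugLite, 15 min, RT) read afterwards.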
Nrf2 inh = Nrf2 pathway inhibition. A549 ARE-Fluc reporter, luciferase luminescence, 18-24 h. 360,000 compounds, 2.1% hits. Potency, µM (doses to about 46 µM), for the others: at the highest dose activity change, negative = inhibition, usual class: inhibitors; further: potency means the concentration at half of the fitted maximal effect; on the % scale 0 is the no-effect control and ±100 the full control effect; nearly all actives have a fitted effect of over 60% in size
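Reporter: ARE-Fluc in A549. Exposure: 18-24 h, 37 °C, 5% CO2, 5% FBS OPTI-MEM. Readouts: fluorescent cytotoxicity (CellTiter-Fluor), then luminescent Nrf2 signal after BugLite.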
MmCpn inh = blocks the Methanococcus maripaludis chaperonin Mm-Cpn | purified Mm-Cpn ATPase, ADP Transcreener TR-FRET | Potency, µM (top dose mostly 76.9 µM), for inactives: at the top dose activity, negative = inhibition, actives largely listed as inhibitors | 330,000 compounds, 0.031% hits | AID 504842; further: potency means the concentration at half of the fitted maximal effect; on the % scale 0 is the no-effect control and ±100 the full control effect; nearly all actives have a fitted effect of over 80% in size
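Quantitative HTS used 25 nM Mm-CPN and 10 uM ATP in magnesium/KCl Tris buffer, pH 7.4, with 1 mM DTT. Hydrolysis ran 30 min at 37°C; ADP was read by HTRF.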
TGFb SMAD3 inh = TGF-b pathway inhibition; Potency, µM (top dose mostly 46.1 µM), for the others: at the top dose activity, negative = inhibition, actives largely listed as inhibitors; 410,000 compounds, 1.2% hits; HepG2 CAGA-GFP TGF-b/SMAD3 reporter, GFP fluorescence, 18 h; TGF-beta stimulated, 500 pg/mL final; AID 588855; further: potency means the concentration at half of the fitted maximal effect; on the % scale 0 is the no-effect control and ±100 the full control effect; nearly all actives have a fitted effect of over 65% in size
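Inhibition was scored as loss of TGF-beta-induced (500 pg/mL final, 18 hours, 37 degrees C) GFP in HEPG2 cells carrying a CAGA-GFP reporter, in DMEM with 1% FBS. Well GFP was summed per cell; Activity was normalised to unstimulated and stimulated DMSO wells, then concentration-response fitting.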
EPAC2 ag = activates human EPAC2 exchange factor. Q8WZA2. EPAC2 activation, biochemical qHTS; response scale: 100% = 6.5 mM cAMP response. Potency, µM (titrated, usually from 154 µM), inactives show at the highest dose activation, actives largely listed as activators. 360,000 compounds, 0.079% hits. AID 720711; further: potency means the concentration at half of the fitted maximal effect; nearly all actives have a fitted effect of over 50% in size
Target sequence (Q8WZA2 whole entry, looked up): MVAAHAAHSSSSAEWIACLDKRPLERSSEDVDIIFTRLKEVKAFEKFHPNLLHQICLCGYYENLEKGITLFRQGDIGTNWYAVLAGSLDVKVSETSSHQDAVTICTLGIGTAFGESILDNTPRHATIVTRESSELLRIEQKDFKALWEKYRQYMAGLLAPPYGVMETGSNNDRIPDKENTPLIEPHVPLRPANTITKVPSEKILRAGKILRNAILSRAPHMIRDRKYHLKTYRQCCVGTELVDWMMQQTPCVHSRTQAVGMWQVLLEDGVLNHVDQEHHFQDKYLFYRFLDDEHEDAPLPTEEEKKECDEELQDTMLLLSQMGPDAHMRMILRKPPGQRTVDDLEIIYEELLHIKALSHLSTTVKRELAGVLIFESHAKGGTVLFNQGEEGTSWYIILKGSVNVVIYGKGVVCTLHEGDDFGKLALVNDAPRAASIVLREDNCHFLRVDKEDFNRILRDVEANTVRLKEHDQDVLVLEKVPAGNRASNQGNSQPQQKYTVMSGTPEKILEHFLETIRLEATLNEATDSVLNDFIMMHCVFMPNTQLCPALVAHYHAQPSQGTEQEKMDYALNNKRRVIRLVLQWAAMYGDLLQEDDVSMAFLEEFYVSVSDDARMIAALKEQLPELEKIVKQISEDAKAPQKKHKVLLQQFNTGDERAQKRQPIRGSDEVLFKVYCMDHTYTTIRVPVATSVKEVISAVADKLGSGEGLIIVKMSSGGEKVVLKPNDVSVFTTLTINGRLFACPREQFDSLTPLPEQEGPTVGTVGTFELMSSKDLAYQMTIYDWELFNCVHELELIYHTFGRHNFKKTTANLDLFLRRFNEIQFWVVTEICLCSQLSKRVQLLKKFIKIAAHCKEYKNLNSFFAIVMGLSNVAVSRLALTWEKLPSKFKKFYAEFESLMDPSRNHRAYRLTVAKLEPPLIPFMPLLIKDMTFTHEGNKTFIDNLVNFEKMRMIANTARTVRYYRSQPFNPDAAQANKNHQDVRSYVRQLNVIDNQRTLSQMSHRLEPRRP
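Setup: EPAC2 100 nM, labeled Rap1B complex 250 nM, free GDP 50 uM. Compound titrations pinned in, brief spin, 5 min room temperature incubation. Kinetic fluorescence read over 30 min, normalized to 6.5 mM cAMP.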
EPAC2 antag = blocks human EPAC2 exchange factor | EPAC2 GEF exchange of Rap1B-BODIPY-GDP, fluorescence | 360,000 compounds, 0.18% hits | Potency, µM (doses to about 114 µM), for inactives: at the top dose activity, negative = inhibition, usual class: inhibitors | AID 720708 | Q8WZA2; further: potency means the concentration at half of the fitted maximal effect; on the % scale 0 is the no-effect control and ±100 the full control effect; nearly all actives have a fitted effect of over 45% in size; many of its hits are not listed in these tables
* = called active by the depositor; i = inactive; ? = inconclusive; · = no result given. Unless noted, the call rests on the fitted dose curve; in most records, active means well fitted curve in the direction sought with a large enough effect; inconclusive means small, poorly fitted or top-dose-only effect, or another doubt; inactive means no such curve, though single readings can be large; an effect the other way counts as inactive or inconclusive.

SMILES	CCT modulator	Nrf2 ARE act	Akt phos inh	A549 viability	Nrf2 inh	MmCpn inh	TGFb SMAD3 inh	EPAC2 ag	EPAC2 antag
CCc1cc(C(=O)OC)c(NC(=O)CSc2nccn2C)s1	-1.7	5.8%	i	0%	2%	-1%	-23%	-2%	3%
CC(C)(C)n1nc2c(c1NC(=O)c1ccc(C(F)(F)F)cc1)CS(=O)(=O)C2	-2.0	3.8%	i	18%	-3%	1%	22%	2%	-10%
Cc1ccc(S(=O)(=O)N(C)CC(=O)N(CC(C)C)C2CCS(=O)(=O)C2)cc1 (configuration not stated)	-0.3	0.5%	i	-1%	1%	1%	9%	-5%	4%
CCc1ccccc1NC(=O)CN(C)C(=O)Cn1cnc2ccc(Cl)cc2c1=O	-0.9	-0.3%	i	-1%	5%	-4%	-13%	?	0%
CC(=O)Nc1ccc(S(=O)(=O)N/N=C/c2cccnc2)cc1	1.8	-0.8%	i	0%	12%	-2%	8%	1%	-4%
COc1ccc(C(=O)Oc2cc(N)n(S(=O)(=O)c3ccc(C)cc3)n2)cc1	-2.2	-0.4%	i	3%	7.3µM*	-30%	0%	13%	-11%
Clc1cccc(Cc2c(-c3cccc(Cl)c3)nc3ccc(Cl)cn23)c1	1.8	11%	i	·	·	·	10µM*	3%	-12%
C/C(=C\C(=O)c1ccc(F)cc1)NCc1ccc2c(c1)OCO2	-1.1	2.5%	i	-13%	?	1%	-6%	8%	-8%
Cc1ccc(Nc2nc(-c3sc(NC(=O)c4ccccc4)nc3C)cs2)cc1	0.3	7.1%	i	3%	7%	-15%	0%	-1%	23%
COCCN1C(=O)c2ccccc2C(C(=O)NCCCN2CCCC2)C1c1c[nH]c2ccccc12 (configuration not stated)	-0.4	-0.4%	i	11%	·	-1%	-21%	-1%	2%
CCOC(=O)c1cnc2c(ccc3ccccc32)c1NCCO	-1.1	6.1%	i	-1%	·	2%	?	2%	-6%
CN(CC(=O)Nc1ccc(Cl)cc1)CC(=O)Nc1cccc(Br)c1	-0.6	4.1%	i	5%	-14%	-6%	-26%	14%	-14%
Cc1cc(C)c(S(=O)(=O)N2CCN(C)CC2)c(C)c1	-1.8	-0.6%	·	8%	·	-1%	-20%	6%	-3%
O=C(c1ccco1)N1CCN(S(=O)(=O)c2ccc3c(c2)CCN3C(=O)C2CCC2)CC1	0.7	-0.6%	i	4%	-28%	2%	10%	1%	-5%
CN(C)CCCn1c2c(c(SCC(=O)Nc3cccc4ccccc34)nc1=O)CCC2	0.0	0.5%	i	-3%	1%	1%	2%	4%	-5%
C(=N\Nc1nc(N2CCCC2)nc(N2CCCC2)n1)/c1cccnc1	-2.9	-0.3%	i	-6%	0%	1%	6%	4%	0%
CCCCOCCCNC(=O)c1c(-c2ccccc2)noc1C	0.0	-0.5%	-122%*	1%	-1%	-2%	-3%	13%	-16%
Cc1ccc(C)c(OCc2cc(C(=O)N3CCN(c4ccccc4C)CC3C)no2)c1 (configuration not stated)	0.7	-0.3%	i	6%	?	-3%	0%	-7%	4%
Cn1cc(CNC(=O)c2ccc3nc(Cc4ccccc4F)oc3c2)cn1	0.2	2.5%	i	-4%	2%	0%	-9%	-2%	10%
COC(=O)c1nnn(CC(=O)Nc2cc(Cl)ccc2C)c1C(=O)OC	1.7	-0.3%	i	13%	10%	0%	-23%	8%	20%
CC(C)OCCCN1C(=O)c2[nH]nc(-c3ccccc3O)c2C1c1cccc(OCc2ccccc2)c1 (configuration not stated)	·	-1.2%	·	?	?	·	?	·	·
CC(C)c1ccc(CC(=O)N2CCC2(C)C(=O)NS(=O)(=O)c2ccc(C(C)(C)C)cc2)cc1 (configuration not stated)	-0.4	-1.0%	i	·	·	·	14%	1%	-12%
COc1ccccc1CNS(=O)(=O)c1ccc(NC(C)=O)cc1	-11	-0.3%	i	-2%	-15%	-9%	-15%	1%	8%
COc1ccc(/C=C2\CCC/C(=C\c3ccc(OC)c(OC)c3OC)C2=O)c(OC)c1OC	-0.4	17%	i	?	8.2µM*	0%	-22%	6%	-27%
COc1ccc(N2CCN(C(=O)c3cccc(Cn4cc(Cl)cn4)c3)CC2)cc1	-2.4	4.0%	i	-1%	-12%	·	-29%	17%	-2%
CC(c1ccccc1)N1CCn2c(nc3cc(NS(C)(=O)=O)ccc32)C1 (configuration not stated)	-1.0	-0.6%	i	2%	1%	0%	-16%	8%	-5%
CC(C)=CCC[C@](C)(O[C@@H]1O[C@H](CO[C@@H]2O[C@H](CO)[C@@H](O)[C@H](O)[C@H]2O)[C@@H](O)[C@H](O)[C@H]1O)C1CC[C@]2(C)C1C(=O)CC1[C@@]3(C)CC[C@H](O[C@H]4O[C@@H](CO)[C@H](O)[C@@H](O)[C@@H]4O)C(C)(C)C3CC[C@]12C (some centres not stated)	-4.2	-1.1%	i	-4%	10%	-4%	22%	?	9%
CC1CCN(C(=O)Cn2c(=O)n(CCc3ccccc3)c(=O)c3ccccc32)CC1	-2.2	2.3%	i	-5%	-10%	-1%	8%	6%	-1%
c1nc(N2CCCCCC2)c2[nH]cnc2n1	-0.6	-2.6%	i	-4%	-22%	-2%	-3%	-4%	-9%
Cc1ccc(CSc2nc3nc(C)cc(C)n3n2)cc1	-2.8	2.3%	i	1%	-3%	1%	1%	-1%	-1%
CCOC(=O)C1CCCN(c2ncnc3c2oc2ccccc23)C1 (configuration not stated)	-4.9	6.7%	i	-5%	2%	0%	-27%	4%	12%
O=C1c2cccc3cccc(c23)C(=O)N1CCCn1ccnc1	-1.2	2.8%	i	13%	-8%	·	14%	3%	-1%
CCOc1ccc(OCC)c(S(=O)(=O)n2cc(C)nc2CC)c1	-0.5	0.5%	i	9%	22%	-4%	-25%	5%	-13%
C=CCn1c(SC2CCOC2=O)nc2scc(C3CC3)c2c1=O (configuration not stated)	-1.5	0.2%	i	1%	13%	-3%	-14%	1%	0%
Cc1ccc2c(C)c(C(=O)N(C)CCC3CCCCO3)oc2c1C (configuration not stated)	-0.7	3.3%	i	0%	10%	-1%	-21%	2%	-18%
Cn1c(C(=O)N/N=C/c2ccccc2)cc2ccccc21	-6.1	4.3%	i	2%	7%	-4%	31%	-3%	1%
CC1(C(=O)NS(=O)(=O)c2cccc(Cl)c2)CCN1C(=O)Cc1cc(F)ccc1F (configuration not stated)	3.6	-0.2%	i	·	·	·	-8%	2%	17%
O=C(c1ccc(Cl)cc1)N1CCCOC1	-0.7	-0.4%	i	-5%	1%	-2%	-5%	-3%	-4%
Clc1ccc(-c2cn3ncsc3n2)cc1	·	14%	·	3%	?	·	-16%	·	·
N#CCc1ccc(NC(=O)c2ccccc2C(=O)Nc2ccc(CC#N)cc2)cc1	-0.4	0.1%	i	-2%	27%	-1%	5%	2%	13%

Marked active in Akt phos inh, among the entries above:
SMILES	CCT modulator	Nrf2 ARE act	Akt phos inh	MmCpn inh	EPAC2 antag
CCCCOCCCNC(=O)c1c(-c2ccccc2)noc1C	0.0	-0.5%	-122%*	-2%	-16%

(more compounds)
SMILES	CCT modulator	Nrf2 ARE act	Akt phos inh	A549 viability	Nrf2 inh	MmCpn inh	TGFb SMAD3 inh	EPAC2 ag	EPAC2 antag
CCOC(=O)c1c(NC(=O)c2cc(OC)c(OC)c(OC)c2)sc2c1CCCC2	·	0.0%	·	9%	5%	·	6%	·	·
COc1ccccc1-c1nnc2n1N=C(c1ccc(OC(F)F)c(OCC3CC3)c1)CS2	·	-1.1%	·	-1%	?	0%	-16%	-6%	3%
CC(=O)/C=C/c1ccccc1Oc1c(F)c(F)nc(F)c1F	-4.3	7.9µM*	i	9%	6%	1%	?	13%	-2%
O=C(Nc1cccc(S(=O)(=O)N2CCCCC2)c1)c1ccc2ncsc2c1	-0.1	2.2%	i	0%	?	-10%	?	17%	-22%

Molecules listed so far containing an aryl methoxy group:
SMILES	CCT modulator	Nrf2 ARE act	Akt phos inh	A549 viability	Nrf2 inh	MmCpn inh	TGFb SMAD3 inh	EPAC2 ag	EPAC2 antag
COc1ccc(C(=O)Oc2cc(N)n(S(=O)(=O)c3ccc(C)cc3)n2)cc1	-2.2	-0.4%	i	3%	7.3µM*	-30%	0%	13%	-11%
COc1ccccc1CNS(=O)(=O)c1ccc(NC(C)=O)cc1	-11	-0.3%	i	-2%	-15%	-9%	-15%	1%	8%
COc1ccc(/C=C2\CCC/C(=C\c3ccc(OC)c(OC)c3OC)C2=O)c(OC)c1OC	-0.4	17%	i	?	8.2µM*	0%	-22%	6%	-27%
COc1ccc(N2CCN(C(=O)c3cccc(Cn4cc(Cl)cn4)c3)CC2)cc1	-2.4	4.0%	i	-1%	-12%	·	-29%	17%	-2%
CCOC(=O)c1c(NC(=O)c2cc(OC)c(OC)c(OC)c2)sc2c1CCCC2	·	0.0%	·	9%	5%	·	6%	·	·
COc1ccccc1-c1nnc2n1N=C(c1ccc(OC(F)F)c(OCC3CC3)c1)CS2	·	-1.1%	·	-1%	?	0%	-16%	-6%	3%

High-throughput results (PubChem BioAssay)

Only part of the results is shown, so the mix of outcomes need not match the whole.
